Assay outcomes as filed in PubChem.
Pf growth 96h: Primary qHTS for delayed death inhibitors of the malarial parasite plastid, 96 hour incubation. actives 6.9% (n = 320,000). P. falciparum luciferase reporter growth, 96 h. Potency, µM (series often up to 28.7 µM), for the others: at the top dose activity change, negative = inhibition, most hits filed as inhibitors; also: potency is read from the fitted curve at half-maximal effect; % is scaled to controls: 0 for no effect and ±100 for the full control effect
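Two parasite generations (96 h, 37 C, 5% CO2) of compound exposure in infected erythrocytes (0.05% parasitemia, 2% hematocrit). Luciferase-reporter P. falciparum; decreased luminescence indicates inhibited growth, aimed at apicoplast-acting delayed death.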
HCV inhibitor: qHTS Assay for Inhibitors of Hepatitis C Virus (HCV); Potency, µM (titrated, usually from 41.8 µM), for the others: at the top dose activity change, negative = inhibition, actives largely listed as inhibitors; actives 3.4% (n = 340,000); Huh7.5.1 HCVcc-Cre infection, luciferase reporter, 44 h; also: potency is read from the fitted curve at half-maximal effect; % is scaled to controls: 0 for no effect and ±100 for the full control effect
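Whole-lifecycle infectious HCVcc-Cre system; cells 1,000/well, compound then virus (~0.5 moi) added 4 h after plating, 44 h culture. Luciferase read 15 sec following 15 min substrate incubation, room temp.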
Giardia FBPA inh: qHTS Assay for Inhibitors of Fructose-1,6-bisphosphate Aldolase from Giardia Lamblia. Potency, µM (titrated, usually from 59.6 µM), without a hit: at the highest dose activity, negative = inhibition, actives largely listed as inhibitors. actives 0.71% (n = 290,000). purified Giardia FBPA. A8B2U2; also: potency is read from the fitted curve at half-maximal effect; % is scaled to controls: 0 for no effect and ±100 for the full control effect; nearly all actives have a fitted effect of over 55% in size
Target sequence (A8B2U2 whole entry, looked up): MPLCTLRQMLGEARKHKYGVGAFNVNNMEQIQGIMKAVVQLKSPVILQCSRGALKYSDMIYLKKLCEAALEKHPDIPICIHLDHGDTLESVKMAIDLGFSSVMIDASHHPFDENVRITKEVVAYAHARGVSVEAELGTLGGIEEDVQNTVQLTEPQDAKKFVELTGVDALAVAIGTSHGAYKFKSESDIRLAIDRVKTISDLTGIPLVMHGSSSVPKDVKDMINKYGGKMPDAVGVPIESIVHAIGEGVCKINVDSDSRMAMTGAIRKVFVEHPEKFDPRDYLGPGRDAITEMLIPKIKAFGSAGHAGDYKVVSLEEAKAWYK
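Giardia FBPA (40 nM reagent) was preincubated 10 min at RT with compound (up to 57.5 uM final), then substrate plus GAPDH/TPI/NAD/arsenate coupling system with diaphorase/resazurin was added; resorufin fluorescence (525/598 nm) was read after 20 min.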
Shiga toxin inh: A qHTS for Small Molecule Inhibitors of Shiga Toxin. Vero cells, Shiga toxin protein synthesis inhibition reporter. inhibition, % at 38.7 µM. actives 9.2% (n = 290,000). AID 2315, 2010; in the data active = inhibition mostly above about 28%, no sharp cut-off; inactive = mostly below about 43%; also: 0% is about no effect
Pf growth 48h: Primary qHTS for delayed death inhibitors of the malarial parasite plastid, 48 hour incubation; Potency, µM (series often up to 28.7 µM), without a hit: at the top dose activity change, negative = inhibition, actives largely listed as inhibitors; AID 504832, 2011; actives 5.9% (n = 310,000); P. falciparum luciferase growth in erythrocytes, 48 h; also: potency is read from the fitted curve at half-maximal effect; % is scaled to controls: 0 for no effect and ±100 for the full control effect
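Growth was read as firefly luciferase luminescence after a 48 h, 37 C, 5% CO2 exposure of compounds to reporter-bearing P. falciparum cultures (0.1% parasitemia, 2% hematocrit final) in Albumax-supplemented RPMI 1640.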
Cycloheximide cs: Cycloheximide Counterscreen for Small Molecule Inhibitors of Shiga Toxin. cell reporter, cycloheximide protein synthesis inhibition counterscreen. max response, %. actives 12% (n = 300,000); in the data active = max response mostly above about 13%, no sharp cut-off; inactive = mostly below about 14%; also: read at 38.3 µM for the half of the compounds with a filed dose; 0% is about no effect
Active calls of the source: *; ? = inconclusive; . = no result given; & = joins results of further samples; [ ] = another dose, or the depositor's remark. Unless noted, calls follow the shape of the dose curve; as a rule, active = well fitted curve in the direction sought with a large enough effect; inconclusive = small, poorly fitted or top-dose-only effect, or another doubt; inactive = no such curve, though single readings can be large; an effect the other way counts as inactive or inconclusive.

SMILES	Pf growth 96h	HCV inhibitor	Giardia FBPA inh	Shiga toxin inh	Pf growth 48h	Cycloheximide cs
CSc1ncccc1C(=O)N(C)CC(=O)Nc1ccc(Cl)cc1	22%	?	1%	15	15%	3
Cc1ccn2c(=O)nc(SCC(=O)c3ccccc3)nc2c1	81%[activator]	-7%[8.37 µM]	.	.	38%[activator]	.
CC(C)NC(=O)[C@H](CSCc1ccccc1)N1Cc2ccccc2C1=O	-2%	16%	6%	-10	5%	-1
CCN(Cc1ccccc1)C(c1ccc(C)cc1)c1nnnn1C(C)(C)CC (stereo unspecified)	137%[activator]	10µM*	4%	-13	13µM*	1
CCCCN1CCNC[C@@H]1Cc1ccccc1	59%[activator]	7%	.	.	21%	.
CCCc1cc(N2CCCC(C(=O)NCC)C2)n2ncnc2n1 (stereo unspecified)	.	.	2%	-19	24%	0
COCC(C)N=C1NN=C(c2cccs2)C(CC(=O)O)S1 (stereo unspecified)	-14%	18%	-17%	-3	28%	5
COc1ccccc1OCCNC(=O)c1cccs1	?	3%	2%	49	19%	25
COC(=O)C1=CN(Cc2ccc(OC)c(OC)c2)C=C(C(=O)OC)C1c1cccs1	0%	-3%	-7%	22	?	9
Cn1c(=O)n(C)c2cc(/C=C(/C#N)C(=O)NCc3ccco3)ccc21	14%	-12%	-12%	-9	-6%	1
O=C(Nc1ccnn1C1CCN(C(=O)c2ccc(C(F)(F)F)cc2)CC1)C1CC1	?	3%	.	8	-2%	14
COc1ccc(N(CC(=O)NCc2ccccc2C)S(=O)(=O)c2ccccc2[N+](=O)[O-])c(OC)c1	10µM*	?	-1%	-17	?	-2
O=C(NCCc1ccc(Cl)cc1)c1ccc(Br)s1	?	-7%	-1%	55*	40%[activator]	45*
Cc1ccc(Cn2cccc2/C=C2/C(=N)N3C=CSC3=NC2=O)cc1	6.6µM*	?	6%	-15	2%	-2
O=C(c1cccc(Br)c1)N1CCN(c2cnn(-c3ccccc3)c(=O)c2Cl)CC1	?	?	6%	-26	?	2
COc1ccc(C2=NOC(C(=O)NCc3cccnc3)C2)cc1 (stereo unspecified)	?	-1%	7%	-1	22%	3
COCCCN(C(=S)Nc1cc(Cl)cc(Cl)c1)C(C)c1ccncc1 (stereo unspecified)	?	-7%	-9%	-5	?	1
CCOc1ccc(OCC(=O)Nc2ccccc2C(F)(F)F)cc1	32%[activator]	?	0%	31	8%	23*
O=C(/C=C/c1ccccc1)N1CCN(CCN2C(=O)c3cccc4cccc(c34)C2=O)CC1	-9%	-10%	5%	-9	3%	1
C=CCOC(=O)C1=C(C)OC(N)=C(C#N)[C@@]12C(=O)N(CC(N)=O)c1ccccc12	10%	27%	-11%	-15	?	-7
COC1OC(CO)C(OC2OC(C(=O)O)C(OC3OC(COS(=O)(=O)O)C(OC4OC(C(=O)O)C(OC5OC(CO)C(OC6OC(C(=O)O)C(OC7OC(COS(=O)(=O)O)C(OC8OC(C(=O)O)=C[C@H](O)C8OS(=O)(=O)O)C(O)C7NC(C)=O)[C@@H](O)C6O)C(O)C5NC(C)=O)[C@@H](O)C4O)C(O)C3NC(C)=O)[C@@H](O)C2O)C(O)C1NC(C)=O (stereo partly specified)	7.6µM*	.	-5%	.	12µM*	.
CCNS(=O)(=O)c1ccc(S(=O)(=O)N(Cc2ccccn2)C2CCCCC2)cc1	166%[activator]	3%&8%	-8%	-7	?	0
Cc1ccc(C)c(NC(=S)N(CCc2ccncc2)C(C)C)c1	21%	-4%	0%	-4	-18%	-1
Cn1ccnc1SCC(=O)c1ccc(Cl)cc1	30%[activator]	14%	-14%	118*	227%[activator]	37*
C#CC[N+]1(CC#Cc2ccc(C)cc2)CCCCC1	?	?	-5%	-4	1.7µM*	-1
COc1ccc(Br)cc1CNC(=O)CCC(=O)n1nc(C)c2ccccc21	?	14%	.	12	-1%	-2
NC(=O)CSc1nc2scc(-c3ccco3)c2c(=O)n1-c1ccccc1	.	?	-13%	-9	-6%	0
CC1CC(C)CN(c2oc(-c3ccco3)nc2C#N)C1 (stereo unspecified)	?	15%	0%	31	-29%	13*
CC(=O)NCCC(=O)Nc1cc(S(=O)(=O)N2CCOCC2)ccc1N1CCCC1	0%	10%	.	.	12µM*	.
CN1CCc2c(sc3c2C(=O)NC(c2ccccn2)N3)C1 (stereo unspecified)	-5%	19%	?	2	28%	21*
O=S(=O)(c1ccc(Br)s1)N1CCN(Cc2ccc3c(c2)OCO3)CC1	.	4%	-8%	-12	12%	-1
O=C1N=C(N2CCN(c3ccccc3)CC2)S/C1=C\c1ccco1	0%	-14%	?	35	-28%	22
Fc1ccccc1NC(=S)N1CCN(Cc2ccccc2)CC1	-7%	-8%	2%	-7	26%	5
CN(CCCC(=O)O)S(=O)(=O)c1ccc2c(c1)C(=O)c1cc(S(=O)(=O)N(C)CCCC(=O)O)ccc1-2	-13%	16%	14%	.	18%	-2
COC(=O)Oc1ccc(/C=N/NS(=O)(=O)c2ccccc2)cc1OC	229%[activator]	-9%	?	.	5%	8
Cc1nn2c(-c3ccccc3)ccnc2c1-c1ccccc1	-11%	?	0%	94*	.	49*
O=C(Nc1nc2c(F)cc(F)cc2s1)C1CCN(C(=O)c2ccc(F)cc2)CC1	117%[activator]	-20%	.	.	91%[activator]	.
Cc1c(Cl)cccc1NC(=O)c1ccccc1-c1ccccc1C(=O)O	2%	13%	14%	-8	2%	2
COc1ccc(NC(=O)CSc2nccn2Cc2ccc(F)cc2)cc1	13%	.	.	10	3%	2
CC(C)(C)OC(=O)N1CCC[C@H]1C(=O)Nc1ccc(S(=O)(=O)C(F)F)cc1	-3%	?	3%	-23	-8%	-1
COCCn1c(=O)[nH]c2cc(C(=O)Nc3cccc(F)c3)ccc2c1=O	?	-27%	6%	26	39%[activator]	8
Cn1c2ccccc2c(=O)c2c(=O)n(-c3ccccc3)c(-c3ccc(C(C)(C)C)cc3)nc21	2.6µM*	?	-1%	30	1.9µM*	14
CCOC(=O)CSc1nc2ccc(C)cc2[nH]1	13µM*	-5%	-18%	46	?	17*
CC(CN1C(C)CCCC1C)OC(=O)c1ccccc1F (stereo unspecified)	19%	17%	4%	-4	32%[activator]	-2
Cc1ccc(C(=O)NC2CCN(CC(=O)Nc3c(C)cc(C)cc3C)CC2)cc1	-30%	-14%	6%	.	14%	-3
CN(c1ccccc1)S(=O)(=O)c1ccc(C(=O)Nc2nnc(C3CC3)o2)cc1	5.2µM*	11%	4.5µM*	-14	12µM*	0
CCn1c(=O)n(CC)c2cc(N3CCCC3)c(NC(=O)c3cccc(OC)c3)cc21	0.74µM*	-66%	?	4	?	-3
Cc1ccc(NC(=O)CSc2nc3ccccc3nc2N2CCOCC2)cc1	?	?	1%	13	-9%	2
CCOC(=O)c1cc(C(C)(C)C)nc(SC)c1C#N	10%	?	8%	-4	22%	-2
COc1cc(NS(=O)(=O)c2ccc(NC(=O)c3cccs3)cc2)nc(OC)n1	-8%	16%	.	1	27%	4
Remaining list, next part.
SMILES	Pf growth 96h	HCV inhibitor	Giardia FBPA inh	Shiga toxin inh	Pf growth 48h	Cycloheximide cs
CCOc1ccc(NC(=O)CN2CCN(CC(=O)Nc3ccc(C(N)=O)cc3)CC2)cc1	6%	8%	1%	-3	-20%	6
CCCCCOC(=O)c1[nH]c2c(c1C)C(=O)CC(c1ccco1)C2 (stereo unspecified)	23%	?	-16%	-7	0.66µM*	5
COc1ccc(-c2sc3ccccc3c2C#CC2(O)CCCCC2)cc1	0%	?	2%	5	?	8
COc1ccc(/C=C/C(=O)c2ccccn2)cc1	149%[activator]	12%	?	43	412%[activator]	24*
O=C(Nc1c2c(nn1-c1ccccc1)CS(=O)C2)c1ccco1 (stereo unspecified)	30%[activator]	8%	.	-35	25%	-1
Cc1ccc(C(=O)OCC(=O)NNC(=O)c2ccc([N+](=O)[O-])cc2)o1	-22%	19%	.	.	15%	.
CC(C)C[C@@]12C(=O)N(c3ccc(Br)cc3)C(=O)N1[C@H](c1ccc(Br)cc1)[C@@H]1C(=O)N(C(C)(C)C)C(=O)[C@@H]12	?	-3%	-1%	-8	-40%	-2
CN1CCN(C(=O)c2ccc3c(c2)N(Cc2ccccc2)CCS3)CC1	-72%	7%	0%	-4	-12%	-2
COc1ccc(-c2cc(=O)oc3c(C)c(OCC(=O)NCCCn4ccnc4)ccc23)cc1	?	-15%	30%	-1	?	-4
O=C(COC(=O)CNC(=O)C12CC3CC(CC(C3)C1)C2)Nc1ccccc1	-5%	17%	-1%	-20	1%	-3

Compounds listed so far that contain two or more sulfur atoms:
SMILES	Pf growth 96h	HCV inhibitor	Giardia FBPA inh	Shiga toxin inh	Pf growth 48h	Cycloheximide cs
COCC(C)N=C1NN=C(c2cccs2)C(CC(=O)O)S1 (stereo unspecified)	-14%	18%	-17%	-3	28%	5
COC1OC(CO)C(OC2OC(C(=O)O)C(OC3OC(COS(=O)(=O)O)C(OC4OC(C(=O)O)C(OC5OC(CO)C(OC6OC(C(=O)O)C(OC7OC(COS(=O)(=O)O)C(OC8OC(C(=O)O)=C[C@H](O)C8OS(=O)(=O)O)C(O)C7NC(C)=O)[C@@H](O)C6O)C(O)C5NC(C)=O)[C@@H](O)C4O)C(O)C3NC(C)=O)[C@@H](O)C2O)C(O)C1NC(C)=O (stereo partly specified)	7.6µM*	.	-5%	.	12µM*	.
CCNS(=O)(=O)c1ccc(S(=O)(=O)N(Cc2ccccn2)C2CCCCC2)cc1	166%[activator]	3%&8%	-8%	-7	?	0
NC(=O)CSc1nc2scc(-c3ccco3)c2c(=O)n1-c1ccccc1	.	?	-13%	-9	-6%	0
O=S(=O)(c1ccc(Br)s1)N1CCN(Cc2ccc3c(c2)OCO3)CC1	.	4%	-8%	-12	12%	-1
CN(CCCC(=O)O)S(=O)(=O)c1ccc2c(c1)C(=O)c1cc(S(=O)(=O)N(C)CCCC(=O)O)ccc1-2	-13%	16%	14%	.	18%	-2
COc1cc(NS(=O)(=O)c2ccc(NC(=O)c3cccs3)cc2)nc(OC)n1	-8%	16%	.	1	27%	4

Continuation.
SMILES	Pf growth 96h	HCV inhibitor	Giardia FBPA inh	Shiga toxin inh	Pf growth 48h	Cycloheximide cs
N#CC1=C(N)Oc2[nH]c(=S)[nH]c(=O)c2C12C(=O)Nc1ccccc12 (stereo unspecified)	4%	-2%	6.3µM*	42	14%	16
COC(=O)CSC(C)C(=O)Nc1nnc(C(C)C)s1 (stereo unspecified)	14%	8%	-1%	-5	0%	-4
O=C1CC(N2CCN(c3cccc(C(F)(F)F)c3)CC2)C(=O)N1c1ccccc1F (stereo unspecified)	46%[activator]	27%	1%	-6	7%	-5
Cc1cc(C)n(C(=O)CNC(=O)C(c2ccccc2)c2ccccc2)n1	9%	4%	5%	-5	?	-1
COc1cccc(N(CC(=O)NC2CCCCC2)C(=O)Cn2nnc(-c3ccc(C)o3)n2)c1	107%[activator]	-14%	-4%	23	?	-1
Cc1cc([N+](=O)[O-])nn1CC(=O)N1CCc2ccccc2C1	12%	5%	1%	-16	.	-1
CS(=O)(=O)N(CC(=O)N1CCC(C(N)=O)CC1)c1cc(C(F)(F)F)ccc1Cl	14%	2%	0%	-1	23%	-2
CN(C)S(=O)(=O)c1cccc(NC(=O)COC(=O)c2cc(=O)c3ccccc3o2)c1	43%[activator]	9%	0%	22	38%[activator]	5
Cc1cc2c(=O)n(C)c(SCC(=O)Nc3cccc(O)c3)nc2s1	18%	-16%	-14%	5	?	-5
CCCC(C(=O)OCCN(CC)CC)(c1ccccc1)c1ccccc1	11µM*	5%	2%	.	6µM*	.
CC(=O)c1cc(F)c(N2CCN(C(=O)COc3ccc(F)cc3)CC2)cc1C	-19%	?	1%	-2	?	-1
NCC(O)(c1ccc(Cl)cc1)c1ccc(Cl)cc1	4.7µM*	?	0%	-7	?	5
